TEAD-YAP inh: TEAD-YAP interaction inhibition, primary screen, TEAD-YAP interaction inhibitor project, luminescence, HEK-TIYL cells; TEAD-Gal4/YAP UAS-luciferase luminescence; inhibition, % at 9.12 µM; 640,000 tested, 1.4% active; in the data active means inhibition above about 32%;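 further: 0% = median of test compound wells and 100% = reference inhibitor wells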
MITF inh: MITF inhibitors, primary screen, biochemical, AlphaScreen, human. Microphthalmia-associated transcription factor (Homo sapiens), O75030. inhibition, % at 2.6 µM. AlphaScreen MITF homodimerization, bead proximity signal. AID 1259374, 2018. 650,000 tested, 0.91% active; in the data active means inhibition above about 50%;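 further: 0% = vehicle wells with protein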
Target sequence (O75030 whole entry, looked up): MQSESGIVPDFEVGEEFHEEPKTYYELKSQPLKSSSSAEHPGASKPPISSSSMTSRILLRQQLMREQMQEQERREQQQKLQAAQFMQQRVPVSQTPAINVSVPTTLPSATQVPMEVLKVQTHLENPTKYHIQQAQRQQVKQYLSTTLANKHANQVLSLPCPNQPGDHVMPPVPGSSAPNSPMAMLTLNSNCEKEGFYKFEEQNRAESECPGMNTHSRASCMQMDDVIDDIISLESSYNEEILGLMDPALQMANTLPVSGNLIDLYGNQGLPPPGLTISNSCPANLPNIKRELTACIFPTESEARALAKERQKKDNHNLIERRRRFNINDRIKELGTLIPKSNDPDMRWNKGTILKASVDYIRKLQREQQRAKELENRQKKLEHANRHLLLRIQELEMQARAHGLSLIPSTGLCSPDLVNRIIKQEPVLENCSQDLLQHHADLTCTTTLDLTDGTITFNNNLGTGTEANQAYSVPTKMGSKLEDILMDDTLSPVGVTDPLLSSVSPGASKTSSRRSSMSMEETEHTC
GPR151 activ: activators of human GPR151, primary screen, cell-based, PathHunter beta-arrestin, luminescence; PathHunter beta-arrestin GPR151 cells; G-protein coupled receptor 151 (Homo sapiens), Q8TDV0; AID 1508602, 2020; 650,000 tested, 1% active; activation, % at 11.2 µM; in the data active means activation above about 4.9%;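 further: 0% = median of compound wells and 100% = cells with positive control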
Target sequence (Q8TDV0 whole entry, looked up): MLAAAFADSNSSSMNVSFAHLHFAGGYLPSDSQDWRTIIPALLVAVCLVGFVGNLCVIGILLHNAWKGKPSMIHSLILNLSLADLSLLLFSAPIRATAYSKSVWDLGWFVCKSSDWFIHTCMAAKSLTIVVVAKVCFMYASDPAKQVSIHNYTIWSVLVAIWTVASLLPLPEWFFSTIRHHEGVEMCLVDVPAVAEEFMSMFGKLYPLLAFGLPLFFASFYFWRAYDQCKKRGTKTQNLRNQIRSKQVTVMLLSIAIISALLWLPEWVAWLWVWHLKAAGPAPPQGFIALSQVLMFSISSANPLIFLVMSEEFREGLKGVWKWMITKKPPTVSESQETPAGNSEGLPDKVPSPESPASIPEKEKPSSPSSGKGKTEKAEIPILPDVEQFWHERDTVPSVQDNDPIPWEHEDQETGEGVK
FBW7 activator: FBW7 E3 ligase activators, primary screen, biochemical, AlphaScreen, human; AlphaScreen FBW7–phospho-cyclin E peptide binding, activator screen; normalized activity (activation), % at 26.1 µM; 650,000 tested, 0.13% active; AID 1259310, 2017; in the data active means normalized activity above about 1.9%;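 further: purified mutant Fbw7 with reduced substrate affinity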
* marks the source's active call; other numbers are inactive results; · = no result given.

SMILES	TEAD-YAP inh	MITF inh	GPR151 activ	FBW7 activator
CSc1ccc(Cl)c(C(=O)Nc2ccc3c(c2)N(C(C)=O)c2ccccc2CC3)c1	-4	-3	0.5	0.1
Cc1cccc(N2CCN(CCNC(=O)Nc3ccccc3)CC2)c1C	1	3	0.5	0.1
CC(=NCCc1ccccc1)C1=C(O)COC1=O	1	-5	0.4	0.1
Cc1cccc(Oc2ccc(NC(=O)c3cc(-c4ccccc4)nc4ccc(C)cc34)cc2)c1	-1	0	0.0	-0.1
CCOC(=O)C1=C(C)NC2=C(C(=O)C(C(=O)OCC)C(c3cccc(OC)c3)C2)C1c1cccc(OC)c1OC (stereo unspecified)	4	4	0.1	0.2
CN1C(=O)C(=Cc2c(F)cccc2Cl)C(=O)N(C)C1=O	6	7	0.7	-0.5
O=C(CCc1ccc(S(=O)(=O)NCc2ccccc2)cc1)NCC1CCCO1 (stereo unspecified)	0	0	0.0	-0.1
Clc1ccc2nc(CN3CCCCCC3)cn2c1	-5	22	0.4	0.6
CCOC(=O)c1c(NC(=O)CCN2C(=O)c3cccc([N+](=O)[O-])c3C2=O)sc2c1CCCC2	6	-4	1.6	-0.1
COc1cc(OC)cc(-n2nnnc2SCc2cccnc2)c1	23	7	-1.4	0.5
CCOc1ccc(NC2=NC(C(=O)Nc3ccc(F)cc3)CC(=O)N2)cc1 (stereo unspecified)	11	7	0.0	0.2
O=C(Cc1cn(-c2ccc(Nc3nccc4ccccc34)nn2)c2ccccc12)NC1CC1	7	-4	-1.9	-0.1
CCC(C)NCCOCCOc1ccc(C(C)(C)C)cc1 (stereo unspecified)	1	43	-0.9	-0.1
CCOC(=O)CCNC(=O)c1ccccc1	-14	-5	0.6	0.1
COc1ccc(OC)c(/C=N\NC(=O)Cc2cccn2C)c1	4	12	2.0	0.0
CN1CCN(c2ccnc3c(-c4ccc(Cl)cc4)cnn23)CC1	-54	-9	-0.2	0.2
C=CCNC(=O)N1C2=NC(C(=O)OC)=C(C(=O)OC)[C@@H]3N(Cc4ccccc4)c4ccccc4[C@]23C[C@H]1C(=O)OC	·	-6	0.2	-0.1
CC(=O)c1cccc(NC(=O)c2noc3c2CC(C(C)(C)C)CC3)c1 (stereo unspecified)	-1	2	-1.0	0.1
Cc1ccc(CNC(=O)c2ccc3nc(-c4ccc(C)cc4)c(-c4ccc(C)cc4)nc3c2)cc1	4	-4	0.0	0.1
CCOc1ccc(-n2c(CNC(=O)Cc3ccccc3)nnc2SCC(=O)N2N=C(c3cccs3)CC2c2ccc(F)cc2)cc1 (stereo unspecified)	-4	-8	0.0	0.0
Cn1c(=O)n(C)c2cc(NS(=O)(=O)c3ccc(Cl)s3)ccc21	-8	2	0.0	-0.3
CCN(CC)C(=O)CSc1nc2c(C)c(C)ccc2cc1C#N	8	5	0.4	-0.2
CC1CN(C(=O)c2ccccc2NC(=O)c2ccc(Br)cc2)CC(C)O1 (stereo unspecified)	0	-10	-0.6	0.0
CCCNC(=O)CN(C)CC(=O)c1c(N)n(CCC)c(=O)[nH]c1=O	7	-2	-1.7	0.1
C1=C(c2ccccc2)N2c3ccccc3NC2(c2ccccc2)CC1c1ccccc1 (stereo unspecified)	5	12	0.0	-0.1
Cc1c(C(=O)Nc2cc(=O)n(C)c(=O)n2C)cccc1[N+](=O)[O-]	9	7	-1.2	0.0
CCc1nc(CN2CCc3c(cnc(C)c3CNC(=O)Cc3cccs3)C2)c(C)[nH]1	-6	6	-0.9	0.0
Brc1ccc(C#Cc2cccs2)cc1	6	8	-0.5	0.0
CCOC(=O)Cc1nc(-c2cc3ccccc3oc2=O)cs1	-39	-11	-5.9	0.3
COc1cc(C(=O)NCCc2csc(-c3cccc(F)c3)n2)cc(OC)c1OC	6	-2	1.1	0.1
Nc1cc(C(=O)C(=O)c2ccc(Br)c(N)c2)ccc1Br	-2	-21	-1.6	0.1
CCc1ccc(NC(=O)C2CCCN(S(=O)(=O)c3ccc4[nH]c(=O)ccc4c3)C2)cc1 (stereo unspecified)	0	4	3.4	-0.2
Cc1sc(NC(=O)CN2CCCC2)c(C#N)c1C	8	1	-1.6	0.1
CCC(CO)NC(=O)c1c(SC)nc2sccn2c1=O (stereo unspecified)	6	10	1.2	-0.4
COc1ccc(-c2nc(Nc3ccccc3)sc2CCC(=O)O)cc1	-33	15	0.9	0.6
COc1ccc(C(=O)N=c2sc3cc(F)ccc3n2C)c(OC)c1	55*	-1	-1.0	0.1

Laid out differently: entries from further up.
Every second line gives: TEAD-YAP inh, MITF inh, GPR151 activ, FBW7 activator
- CCCNC(=O)CN(C)CC(=O)c1c(N)n(CCC)c(=O)[nH]c1=O
  7, -2, -1.7, 0.1
- C1=C(c2ccccc2)N2c3ccccc3NC2(c2ccccc2)CC1c1ccccc1 (stereo unspecified)
  5, 12, 0.0, -0.1
- Cc1c(C(=O)Nc2cc(=O)n(C)c(=O)n2C)cccc1[N+](=O)[O-]
  9, 7, -1.2, 0.0
- CCc1nc(CN2CCc3c(cnc(C)c3CNC(=O)Cc3cccs3)C2)c(C)[nH]1
  -6, 6, -0.9, 0.0
- Brc1ccc(C#Cc2cccs2)cc1
  6, 8, -0.5, 0.0
- CCOC(=O)Cc1nc(-c2cc3ccccc3oc2=O)cs1
  -39, -11, -5.9, 0.3
- COc1cc(C(=O)NCCc2csc(-c3cccc(F)c3)n2)cc(OC)c1OC
  6, -2, 1.1, 0.1
- Nc1cc(C(=O)C(=O)c2ccc(Br)c(N)c2)ccc1Br
  -2, -21, -1.6, 0.1
- CCc1ccc(NC(=O)C2CCCN(S(=O)(=O)c3ccc4[nH]c(=O)ccc4c3)C2)cc1 (stereo unspecified)
  0, 4, 3.4, -0.2
- Cc1sc(NC(=O)CN2CCCC2)c(C#N)c1C
  8, 1, -1.6, 0.1
- CCC(CO)NC(=O)c1c(SC)nc2sccn2c1=O (stereo unspecified)
  6, 10, 1.2, -0.4
- COc1ccc(-c2nc(Nc3ccccc3)sc2CCC(=O)O)cc1
  -33, 15, 0.9, 0.6
- COc1ccc(C(=O)N=c2sc3cc(F)ccc3n2C)c(OC)c1
  55*, -1, -1.0, 0.1

The listing continues.
SMILES	TEAD-YAP inh	MITF inh	GPR151 activ	FBW7 activator
O=C(Cn1cnc2sc3c(c2c1=O)CCCC3)NCC(=O)Nc1nc2ccccc2s1	7	6	1.5	0.1
O=[N+]([O-])c1ccc(N2CCN(c3ncnc4scc(-c5ccccc5)c34)CC2)cc1	12	-5	0.6	-0.1
NC(=O)CN1CCCC(c2ncncc2-c2ccncc2)C1 (stereo unspecified)	3	6	0.1	0.1
CCS(=O)(=O)CCSc1nc(-c2cccs2)cc(-c2ccccc2)c1C#N	-6	14	-1.1	0.2
O=[N+]([O-])c1ccc(S(=O)(=O)N2CCN(Cc3ccccc3Br)CC2)cc1	-7	80*	0.3	-0.4
O=C(CN1C(=O)CSc2ncccc21)NCCCN1CCCC1=O	-1	-3	2.8	-0.1
COc1ccc(-c2ccc(/C=C3/C(=N)N4C=C(C)SC4=NC3=O)o2)c([N+](=O)[O-])c1	-5	-11	3.0	0.0
COc1cc(CNc2ccc(-c3ccc(C=O)cc3)cn2)cc(OC)c1OC	8	24	0.2	-0.2
Cc1cc2c(cc1S(=O)(=O)Nc1c(C)cccc1C)n(C)c(=O)c(=O)n2C	-10	-4	-1.4	0.0
COc1ccc(S(=O)(=O)NCC2CCCN(Cc3cc4ccccc4o3)C2)cc1 (stereo unspecified)	12	49	-0.2	0.0
COc1cccc(NC(=O)COC(=O)c2nccnc2N)c1	-1	7	0.8	-0.2
O=C(NCc1ccccc1Cl)c1cc2nc(-c3ccc(Cl)cc3)cc(C(F)(F)F)n2n1	0	3	-0.5	0.0
O=C(CCCCCn1c(=S)[nH]c2ccccc2c1=O)N1CCN(c2cccc(Cl)c2)CC1	-6	0	2.7	-0.1
CCCc1[nH]nc2c1C(/C(C)=C/c1ccccc1)C(C#N)=C(N)O2 (stereo unspecified)	10	-1	0.9	0.0
N#Cc1c2ccc([N+](=O)[O-])cc2c(=O)n2c1[nH]c(=O)c1cc(Cl)ccc12	0	28	-1.2	0.2
CC(=O)N1C(=O)C(=C2C=C(C)OC(C)=C2)c2ccccc21	-6	16	-0.1	0.0
O=C1N[C@@H](Cc2c[nH]c3ccccc23)C(=O)N2CCN(Cc3ccccc3Cl)C[C@H]12	-1	15	-0.6	0.0
CC(C)n1nccc1NS(=O)(=O)c1ccccc1	-3	17	-1.8	0.2
CCOC(=O)c1c(NC(=O)c2ccc(S(=O)(=O)N(CCOC)CCOC)cc2)sc2c1CCN(C(=O)OCC)C2	-13	-8	-1.3	-0.1
O=C(c1ccccc1)N1CCN(c2nccnc2NS(=O)(=O)c2ccc(F)cc2)CC1	-2	1	-0.2	-0.3
CC1CCCN(C(=O)CSc2nnc(-c3ccc(Cl)s3)o2)C1 (stereo unspecified)	-30	12	-0.8	1.4
O=C(NCCCN1CCCC1=O)C1CCN(c2ccc(Nc3ccccc3)nn2)CC1	3	8	-1.4	0.0
Cc1cc(C)c(Cc2c(C)nc3c(C(=O)NCc4cccnc4)cnn3c2C)c(C)c1	14	4	-0.9	0.0
CCOc1cc(CNCCO)c(Cl)cc1OCC(=O)NCCc1ccccc1	7	3	0.5	-0.1
CC(C)(C)NC(=O)C(OC(=O)c1ccco1)c1ccc(Cl)cc1 (stereo unspecified)	4	-4	-0.3	-0.2
COc1ccc(S(=O)(=O)Nc2ccc(F)c(F)c2)cc1C	3	8	14*	0.0
COc1ccc(NC(=S)Nc2ccccc2F)c(OC)c1	-6	-2	-1.1	-0.1
CCC(CC)C(=O)Nc1nnc(SCC(=O)Nc2ccc(Br)cc2)s1	8	5	1.0	-0.1
O=C(CCn1c(=O)oc2ccccc21)Nc1ccc(Cl)cc1	-2	-12	-1.4	0.2
CCCCn1c(SCC(N)=O)nc2ccc(N3CCOCC3)cc2c1=O	5	11	0.6	0.2
CC(C)CCn1c(S(=O)(=O)O)nc2ccccc21	-2	-9	0.6	0.3
CCOC(=O)c1cnc(SCC(=O)N(C)c2ccccc2)nc1N	7	-2	0.3	0.0
COc1cc(CNC(C)(C)C)ccc1OCc1cccs1	1	8	-0.9	0.7
COc1c(S(=O)(=O)N2CCN(c3ccc(F)cc3)CC2)ccc(Cl)c1Cl	7	5	0.4	-0.1
COCCN(C(=O)c1noc2c1COc1ccc(C)cc1-2)C1CCN(C(C)=O)CC1	0	13	-0.7	0.3
C=CCc1cccc2cc(C(=O)Nc3sc4c(c3C#N)CCCC4)c(=O)oc12	7	2	0.5	0.0
O=C(Nc1c2c(nn1-c1ccc(Cl)cc1)CSC2)c1ccccc1[N+](=O)[O-]	4	0	-0.2	0.0
CC(=O)c1ccc(C(=O)Oc2ccc3nc(N4CCN(C)CC4)sc3c2)cc1	-22	9	0.9	0.1
CCOC(=O)c1c(-c2ccc(F)cc2)csc1NC(C)=O	-6	14	-1.2	0.2
CCOc1ccccc1-n1c(SCC(=O)N2CCCC2)nnc1-c1ccncc1	-14	-3	3.7	0.0
O=C(Cn1c(=O)oc2ccccc21)N1CCC(Cn2cnc3ccccc32)CC1	4	53*	0.7	-0.3
CC(C)(C)c1cc(CCC(=O)NNC(=O)c2ccco2)cc(C(C)(C)C)c1O	-10	-2	-1.1	0.1
COc1ccc(-c2ccc(NS(=O)(=O)c3cc(C)c(OC)cc3C)cc2)nn1	-4	12	0.8	0.0
Cn1cccc1CC(=O)N/N=C\c1ccc([N+](=O)[O-])cc1	1	7	1.5	0.0
CC(=O)C1=C(C)NC(=O)NC1c1ccco1 (stereo unspecified)	5	0	-0.7	0.0
Cc1cc(N2CCCCC2)nc2ccc(NC(=O)Cc3c(F)cccc3Cl)cc12	2	11	-0.5	0.9
CN(c1ccccc1)S(=O)(=O)c1ccc(C(=O)Nc2nc3ccc([N+](=O)[O-])cc3s2)cc1	-6	-2	-0.7	-0.2
CCOC(=O)c1c(-n2cccc2)c2cc(OC)ccc2n1CC(C)=O	1	2	2.1	-0.1
CC[C@@H](Cn1ncc2ccccc2c1=O)NC(=O)C1(c2ccc(OC)cc2)CC1	-4	-2	-0.4	0.1
CN(C)S(=O)(=O)c1ccc(N2CCC(CNC(=O)Nc3ccccc3)CC2)cc1	8	7	-0.3	0.1
CSCC(=O)N1CCC(n2nccc2NC(=O)CCc2ccccc2)CC1	5	14	-0.3	0.0
CCOC(=O)c1cnc2cc(Cl)c(OC)cc2c1NCC1COc2ccccc2O1 (stereo unspecified)	-1	11	0.5	-0.1
COC(=O)c1ccc2c(=O)[nH]c(CSc3nnc(C(F)(F)F)n3C)nc2c1	2	9	-1.0	0.1
CC(C)CNS(=O)(=O)c1ccc(CCC(=O)Nc2ccc(Br)cc2)cc1	4	6	0.6	0.1
COc1cc(Br)ccc1NC(=O)c1ccc([N+](=O)[O-])cc1	-3	-3	-0.3	-0.1

Screens deposited in PubChem BioAssay by The Scripps Research Institute Molecular Screening Center.

An unsorted share of the library; about 3.4% have a hit in one of these screens.
